DAGLB inh = DAGLB lipase inhibitors, primary screen, biochemical, fluorescence, HTS; HEK293T DAGLB membrane lysate, EnzChek fluorogenic substrate; inhibition, % at 5.17 µM; 340,000 compounds, 0.059% hits; in the data active = inhibition above about 34%;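 also: 0% = enzyme with vehicle and 100% = wells lacking enzyme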
PKA-R1A act = activators of PKA-R1A holoenzyme, primary screen, biochemical, fluorescence polarization, Cy5-IP20, bovine R1A, mouse PKAc | 340,000 compounds, 0.083% hits | AID 504707, 2011 | activation, % at 11.4 µM | cAMP-dependent protein kinase type I-alpha regulatory subunit (Bos taurus) + … | PKA-R1A dissociation; scaled: DMSO 0%, 113 µM cGMP 100%;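 active = percent activation above the mean of all tested compounds plus 3 SD, cut at about 19% in these data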;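 also: higher means more PKAc released from R1A so a rise in polarization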
phage Ecoli inh = growth loss of phage-infected E. coli, primary screen, RecBCD inhibitor project, absorbance, with phage, HTS. inhibition, % at 11.9 µM. 360,000 compounds, 0.26% hits; in the data active = inhibition above about 11%
HTR5A ag = HTR5A agonists in luminescence cell assay, primary screen, counter-screen for OPRM1-OPRD1 heterodimer agonist project, full-deck HTS; 340,000 compounds, 0.61% hits; AID 504692, 2011; 5-hydroxytryptamine receptor 5A (Homo sapiens), P47898; activation, % at 9.3 µM; cell-based; in the data active = activation mostly above about 9.5%, no sharp cut-off; inactive = mostly below about 7.6%;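 also: 0% = cells with vehicle only and 100% = reference agonist; strong numbers were not always called active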
Target sequence (P47898 whole entry, looked up): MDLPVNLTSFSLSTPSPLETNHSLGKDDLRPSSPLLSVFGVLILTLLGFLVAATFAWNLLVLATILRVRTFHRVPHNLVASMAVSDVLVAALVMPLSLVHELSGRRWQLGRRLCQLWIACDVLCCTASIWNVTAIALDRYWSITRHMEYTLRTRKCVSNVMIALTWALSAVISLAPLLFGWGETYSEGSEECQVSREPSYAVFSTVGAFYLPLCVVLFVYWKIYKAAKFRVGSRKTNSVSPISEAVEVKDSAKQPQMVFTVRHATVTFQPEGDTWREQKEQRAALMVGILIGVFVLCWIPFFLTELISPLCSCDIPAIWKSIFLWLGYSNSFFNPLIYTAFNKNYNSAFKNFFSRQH
HTR5A inv ctr = HTR5A inverse agonists in luminescence cell assay, primary screen, counter-screen for OPRM1-OPRD1 heterodimer inverse agonist project, full-deck HTS | 340,000 compounds, 0.083% hits | HTR5A cell line, inverse agonism | 5-hydroxytryptamine receptor 5A (Homo sapiens), P47898 | inhibition, % at 9.3 µM; in the data active = inhibition mostly above about 23%, no sharp cut-off; inactive = mostly below about 18%;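 also: 0% = cells with DMSO and 100% = no-cell wells with DMSO; some compounds called inactive have numbers as strong as hits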
Ecoli viability = E. coli V3065 growth inhibition, primary screen, counter-screen for AddAB inhibitor project, absorbance, OD600 | inhibition, % at 11.9 µM | 330,000 compounds, 0.27% hits | AID 449728, 2010 | 18 h;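 active = inhibition above the campaign's mean inhibition across all tested compounds plus 3 SD, cut at about 9.9% in these data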;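 also: uninfected addAB+ strain grown without phage in ampicillin broth; 0% = DMSO wells and 100% = ciprofloxacin 0.95 µg/ml wells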
CDK5 p35 inh = inhibitors of human CDK5/p35 kinase, primary screen, biochemical, single concentration; Cyclin-dependent kinase 5 (Homo sapiens) + Cyclin-dependent kinase 5 activator 1 (Homo …; 330,000 compounds, 0.01% hits; inhibition, % at 10 µM; AID 488839, 2010; Recombinant CDK5/p35, ADP-Glo luminescence, 60 min;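 active = highest replicate inhibition of at least 50% and at least 75% of replicates reaching 50%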;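 also: plate controls were DMSO neutral control for no effect and GW8510 at 10 µM for full effect; many of its hits are not listed in these tables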
Target sequence (Q00535 whole entry, looked up): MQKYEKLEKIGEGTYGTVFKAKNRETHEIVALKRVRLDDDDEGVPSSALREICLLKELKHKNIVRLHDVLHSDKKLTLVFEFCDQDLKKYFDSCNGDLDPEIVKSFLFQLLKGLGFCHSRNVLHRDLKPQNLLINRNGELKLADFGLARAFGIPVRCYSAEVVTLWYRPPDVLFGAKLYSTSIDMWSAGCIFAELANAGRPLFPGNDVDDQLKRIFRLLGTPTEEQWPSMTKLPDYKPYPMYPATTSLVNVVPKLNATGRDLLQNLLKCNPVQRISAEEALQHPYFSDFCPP
Target sequence (Q15078 whole entry, looked up): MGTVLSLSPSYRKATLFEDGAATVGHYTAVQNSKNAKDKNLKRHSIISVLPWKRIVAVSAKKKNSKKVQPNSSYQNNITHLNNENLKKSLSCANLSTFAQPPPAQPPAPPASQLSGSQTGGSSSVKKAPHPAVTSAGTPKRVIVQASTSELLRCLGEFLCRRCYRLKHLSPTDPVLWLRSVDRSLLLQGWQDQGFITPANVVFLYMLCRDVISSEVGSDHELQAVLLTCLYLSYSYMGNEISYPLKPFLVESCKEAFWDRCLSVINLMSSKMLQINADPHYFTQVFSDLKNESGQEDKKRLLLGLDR
SUMO Mot1 rescue = yeast Mot1-301 growth rescue at high temperature, primary screen, SUMOylation pathway inhibitor project, S. cerevisiae, ATP luminescence, 38.5C. S. cerevisiae Mot1-301 growth rescue; percent above DMSO median, 100 means doubled. growth rescue, % at 18.8 µM. 320,000 compounds, 1% hits;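 active = every valid replicate shows activation above 250% relative to neutral control wells; inactive = the rest, any valid replicate at or below 250%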;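 also: OY570 slx delta 5 strain wells were the positive control but not used for scaling; some compounds called inactive have numbers as strong as hits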
PKA-R2B activ = activators of PKA-R2B holoenzyme, primary screen, biochemical, fluorescence polarization, Cy5-IP20, human. PKA-R2B holoenzyme dissociation; R2B truncated from residue 108, S112A mutant; 0% DMSO only, 100% 113 µM cGMP. activation, % at 11.4 µM. 340,000 compounds, 0.079% hits. AID 504700, 2011;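 active = activation above a cutoff set at the mean over all compounds plus 3 SD, cut at about 18% in these data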;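 also: higher means more holoenzyme dissociation and a rise in polarization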
AddAB inh = growth inhibition of E. coli expressing H. pylori AddAB, primary screen, AddAB inhibitor project, absorbance. inhibition, % at 11.9 µM. 330,000 compounds, 0.29% hits. AID 435030, 2010; in the data active = inhibition above about 12%;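 also: 0% = vehicle wells of infected cells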
Tat transport = E. coli Tat export inhibitors, primary screen, MC4100, TorA-mCherry reporter, fluorescence, single point. 340,000 compounds, 0.036% hits. inhibition, % at 10 µM;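 active = mean replicate inhibition at least 50% and at least half of replicates individually reaching 50%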;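 also: exported cargo escapes ClpAP degradation while cytoplasmic cargo is degraded and loses fluorescence; 0% = median of neutral control wells and 100% = median of NaSCN control wells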
Numbers without * were called inactive; . = no result given. The order is random; overall some 2.3% were active at least once.

The line under a structure holds: DAGLB inh, PKA-R1A act, phage Ecoli inh, HTR5A ag, HTR5A inv ctr, Ecoli viability, CDK5 p35 inh, SUMO Mot1 rescue, PKA-R2B activ, AddAB inh, Tat transport
Cc1ccc(C(=O)NC2CCN(CC(=O)NC3CCC(C)CC3)CC2)cc1 (stereo unspecified)
  2, -4, 0.4, 7, -13, -1.4, 1.3, 3, -6, 1.6, 6
COc1cccc(-c2nc(CS(=O)(=O)CC(=O)NCCC(C)C)c(C)o2)c1
  0, 2, 2.4, 4, -12, -1.5, 0.5, -6, 4, 0.5, 4
COc1ccc(S(=O)(=O)N2CCc3ccccc32)cc1C(=O)O
  -4, -6, -2.7, -3, 11, 1.6, -6.2, -2, -1, -0.6, 14
COc1cc(C)nc(N(C)C(C)=O)n1
  2, 0, 3.5, 3, 18, 2.9, -0.9, 7, -2, 1.9, -16
Cc1ccc(Cc2cnc(NC(=O)c3cccs3)s2)cc1
  -2, -5, 0.9, 1, 7, -1.7, 0.8, 25, -6, -1.2, 13
COc1ccc(N2N=NN(C(C)C)C2=C(Cl)c2nnnn2-c2ccc(OC)cc2)cc1
  -2, -1, 1.6, 0, 2, ., 1.7, ., -3, ., -13
CCC1(C)NC(=O)N(CC(=O)c2cc(C)n(C3CC3)c2C)C1=O (stereo unspecified)
  -4, 16, 1.5, 2, -6, ., -0.4, ., 0, ., -5
CCOC(=O)C1=C(c2ccccc2)N(C)C(=O)NC1c1ccc(OC(F)F)c(OC)c1 (stereo unspecified)
  -6, -4, 1.8, -3, 8, -0.7, -0.1, -24, 5, 1.1, -2
CCc1ccc2nc(N(CCCN(C)C)C(=O)c3ccc(S(=O)(=O)N4CCCc5ccccc54)cc3)sc2c1
  -5, 11, 2.4, 1, -5, -0.5, -1.8, -21, -10, 0.3, 21
Cc1ccc(S(=O)(=O)N2CCN(C(=O)CC3CCCC3)CC2)cc1
  -2, 5, 0.5, 6, 9, 2.9, 1.0, 3, -6, 2.1, 1
COCCn1c(SCc2ccc(OC)c(F)c2)nc2ccccc2c1=O
  -10, -8, 2.5, -1, -6, -1.0, 2.1, 50, -9, 2.4, 8
C=CCc1c(C)nc2c(OC)cccc2c1Cl
  0, -5, -0.7, 5, -15, -1.3, 2.2, 63, -2, 1.2, -2
COCCNC(=O)C(c1ccccc1)N(CCOC)C(=O)Cn1nnc2ccccc21 (stereo unspecified)
  -2, -5, 3.3, -3, -13, ., 0.3, ., -7, ., -3
CCCN1CCN(CCCNC(=O)c2ccc(CS(=O)c3ccccc3C)o2)CC1 (stereo unspecified)
  -1, -10, 0.2, -1, -11, 1.7, 0.4, -13, -8, 4.2, -1
N#C/C(=C(/O)COC(=O)c1ccccc1O)c1nc2ccccc2s1
  1, -3, 3.0, 2, -5, 2.0, -9.6, -27, -7, 2.8, 8
O=C(c1ccc(=O)[nH]n1)N1CCN(S(=O)(=O)c2ccccc2F)CC1
  1, -4, -0.8, -2, 4, 3.1, 0.8, 1, -2, 0.8, 0
O=C(CSc1nnnn1-c1ccc(F)cc1)NC1CCCCC1
  0, -13, 0.3, 4, 10, -0.6, 1.8, -2, -5, 1.6, 2
COc1ccc(C2C(C(=O)Nc3cccc(C)n3)c3ccccc3C(=O)N2C)cc1 (stereo unspecified)
  -2, 2, -1.4, -3, 15, -2.2, -1.2, 7, 10, 2.8, -4
CCOC(=O)C/C(C)=N/NC(=O)CNc1cccc(Cl)c1C
  -2, 3, 1.4, -1, 8, -1.4, -0.1, -6, -4, -1.4, -8
CCn1c(-c2cccn(Cc3ccc(Cl)cc3Cl)c2=O)n[nH]c1=S
  -1, 4, 0.0, 0, 0, -2.0, 1.9, 2, 1, 1.2, -7

2 compounds from above with just PKA-R2B activ:
SMILES | PKA-R2B activ
CCCN1CCN(CCCNC(=O)c2ccc(CS(=O)c3ccccc3C)o2)CC1 (stereo unspecified) | -8
N#C/C(=C(/O)COC(=O)c1ccccc1O)c1nc2ccccc2s1 | -7

The listing continues.
The line under a structure holds: DAGLB inh, PKA-R1A act, phage Ecoli inh, HTR5A ag, HTR5A inv ctr, Ecoli viability, CDK5 p35 inh, SUMO Mot1 rescue, PKA-R2B activ, AddAB inh, Tat transport
CCn1cc(CN2CCC(n3nccc3NC(=O)CCOc3ccccc3)CC2)c(C)n1
  -1, -10, 2.5, -1, 5, 3.1, -0.4, ., 8, 3.4, 1
Cc1cccc(N2CC(C(=O)Nc3nnc(SCC(=O)N4CCOCC4)s3)CC2=O)c1 (stereo unspecified)
  3, -6, -0.9, 0, 0, -2.9, 0.1, 3, -2, 0.9, 9
COc1ccc(-c2nc(CSCC(=O)NCC3CCCO3)c(C)o2)cc1OC (stereo unspecified)
  1, -5, 1.0, -5, -8, -3.2, -0.1, 2, -4, 0.0, -5
CNc1nnc(SCC(=O)c2cc(C)n(C3CC3)c2C)s1
  -1, 2, 1.2, -3, 11, 0.9, 0.1, 6, 5, -0.9, -3
CCSCc1nnc(SCC(=O)Nc2nccs2)n1CC
  1, 2, 3.4, -3, 8, -1.8, 0.3, 9, -5, -0.7, 1
O=C(CCc1ccccc1)Nc1ccc(NC(=O)C2CCCCC2)nc1
  -1, 4, 2.6, 7, -20, -1.6, -0.8, -9, -13, 1.8, -15
COc1ccc(NC(=O)CSCC(=O)N(C)Cc2c(F)cccc2Cl)cc1
  -4, 5, 0.4, 1, -2, -0.7, -0.5, 10, 8, -2.9, 17
CC(C)OCCCNC(=O)c1ccc2c(c1)ncn2C1CCCC1
  -4, -11, 2.7, 3, -8, 0.7, -0.5, 938, -7, 2.1, 4
O=C(/C=C/c1ccccc1)Nn1cnnc1
  3, 4, 0.4, 4, -12, 0.0, -0.4, -1, 6, 2.9, 4
Cc1ccc(N(C(=O)c2ccc3c(c2)OCO3)C2C=CS(=O)(=O)C2)cc1C (stereo unspecified)
  0, 5, 1.5, 5, 8, 0.8, -0.8, -15, -3, 6.5, 1
COc1cccc(NC(=S)N2CCN(Cc3ccccc3)CC2)c1
  -1, 10, 1.8, 3, 5, -1.7, -1.2, -15, 3, 3.7, 0
O=C(CSc1nnc(-c2ccncc2)o1)Nc1cccc(Cl)c1
  1, 6, 2.0, 2, -8, -1.1, -1.4, -11, 3, -1.1, 3
COc1ccc(NC(=O)CSc2nc3ccccc3c3nc4ccccc4n23)cc1
  -1, -4, 4.8, 4, 17, 0.7, 0.0, 8, -4, 5.0, -4
CCn1cc(C(=O)NCC(=O)NCCCN2CCOCC2)c(=O)c2cc3c(cc21)OCO3
  0, -6, 2.6, 1, 5, -2.1, ., 30, -16, 0.6, -7
Cc1cc(C)nc(NC(=O)c2ccc(OC(C)C)cc2)n1
  0, -16, 1.2, -2, 6, -2.8, 2.1, 284*, 3, 1.2, -6
Cc1ccc(S(=O)(=O)CCC(=O)NCCC2=CCCCC2)cc1
  -1, 5, 6.2, -4, 12, -3.0, 1.0, 6, -1, 4.4, 1
O=C(Cc1cccc(NC(=O)C2CCN(C(=O)C3CC3)CC2)c1)Nc1cccc(C(=O)N2CCCC2)c1
  0, 10, -1.4, 2, 5, -1.2, -0.7, -6, 14, -0.3, 2
CCN(CC(=O)Nc1ccc(NC(C)=O)cc1)C(=O)/C=C/c1ccc([N+](=O)[O-])cc1
  3, -2, 2.2, -2, -21, -2.4, 1.1, 12, -11, -0.8, 0
Cc1ccc(-c2csc(NC(=O)COc3ccc(N(C)S(=O)(=O)c4ccc(C)cc4)cc3)n2)cc1
  -8, -16, 1.3, 1, -24, 0.3, -5.5, -6, -18, 1.9, 6
Cc1nc2ncnn2c(C)c1CCC(=O)NC(C)CCc1ccco1 (stereo unspecified)
  -2, -12, 1.9, 4, -10, 0.0, 2.2, 868, -6, 3.5, -9

Molecules shown so far containing an NH in an aromatic ring, in the order listed:
The line under a structure holds: DAGLB inh, PKA-R1A act, phage Ecoli inh, HTR5A ag, HTR5A inv ctr, Ecoli viability, CDK5 p35 inh, SUMO Mot1 rescue, PKA-R2B activ, AddAB inh, Tat transport
O=C(c1ccc(=O)[nH]n1)N1CCN(S(=O)(=O)c2ccccc2F)CC1
  1, -4, -0.8, -2, 4, 3.1, 0.8, 1, -2, 0.8, 0
CCn1c(-c2cccn(Cc3ccc(Cl)cc3Cl)c2=O)n[nH]c1=S
  -1, 4, 0.0, 0, 0, -2.0, 1.9, 2, 1, 1.2, -7

(next part)
The line under a structure holds: DAGLB inh, PKA-R1A act, phage Ecoli inh, HTR5A ag, HTR5A inv ctr, Ecoli viability, CDK5 p35 inh, SUMO Mot1 rescue, PKA-R2B activ, AddAB inh, Tat transport
O=C(CCCNC(=O)c1ccc(Cl)cc1)NCc1ccccc1Cl
  -2, -7, 0.7, -4, 14, 1.8, 2.2, -16, -5, -1.1, -1
O=C(CCC(=O)c1cccs1)NNC(=O)c1ccc(Cl)cc1
  2, -14, 5.5, 6, -17, -2.6, 0.4, 0, 6, -0.6, -10
C[C@H](NC(=O)c1ccccc1Cl)C(=O)OC(C(=O)Nc1cc(C(F)(F)F)ccc1Cl)c1ccccc1 (stereo partly specified)
  -2, -10, 2.5, 8, -29, -2.7, 1.3, 110, -17, -1.3, -6
Cc1cnc(NC(=O)c2cc3c(C)nn(-c4ccccc4)c3s2)s1
  -2, -9, 1.9, 0, 15, -1.9, -1.4, 9, -9, -2.5, -5
CCC1(c2ccccc2)NC(=O)N(CC(=O)N(C)Cc2c(F)cccc2Cl)C1=O (stereo unspecified)
  -3, 1, 0.0, -2, 6, -4.3, -0.8, 1, -5, -1.1, -2
CCCn1c(SCC(=O)NCCc2ccccc2)nnc1-c1ccccn1
  -2, 5, 0.5, -2, 1, -1.9, -0.2, -1, 6, 1.6, -8
O=C(CCl)N(CCc1ccccc1)CCc1ccccc1
  -2, -15, -0.1, 0, 0, 0.1, 0.0, -16, -1, 2.5, -2
COc1cc(/C=C2\SC(=O)NC2=O)ccc1Oc1cnccn1
  1, -9, 1.2, 5, -18, 3.5, 0.4, -3, -3, 2.5, -1
O=C(NCCO)C1CCN(S(=O)(=O)c2ccc(F)cc2)CC1
  -1, -14, 2.2, 2, -7, 0.6, -3.8, -10, -5, 0.1, 8
O=C(CCNC(=O)C1CCN(S(=O)(=O)c2ccc(F)cc2)CC1)NCCc1cccc(F)c1
  -2, 4, 0.4, -1, 2, 1.4, 0.9, -16, -2, 2.0, -2
O=C(N1CCCCCC1)N1CCN(C(=O)N2CCOCC2)CC1
  -2, -13, 0.5, 1, -6, 1.1, 0.1, 63, -7, 3.7, -1
COc1ccc(N2C(=O)CC(S/C(N)=N/N=C(\C)c3cccs3)C2=O)cc1 (stereo unspecified)
  -2, -8, 4.4, 12, -32, 2.8, 0.1, -14, -8, 5.3, -3
